S-ASM inh = inhibitors of human secretory acid sphingomyelinase. placental ASM, HMU-PC fluorogenic substrate, 60 min. Potency, µM (doses to about 57.5 µM), for the others: at the highest dose activity change, negative = inhibition, most hits filed as inhibitors. 340,000 compounds, 0.006% hits; also: potency is read from the fitted curve at half-maximal effect
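Fluorescence read-out (Ex 386 nm, Em 447 nm) after stopping the reaction at pH 10. Enzyme: ASM from human placenta; substrate HMU-PC0, 9 uM final; 60 min, 37 °C. Compound preincubation 10 min, ambient temperature.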
Chronic BCR inh = inhibitors of chronic active B-cell receptor signaling | ABC-DLBCL IkBa-CBG/CBR reporter, luminescence ratio, 4 h | Potency, µM (doses to about 46.1 µM), for the others: top-dose ratio change, negative = lower green/red ratio, hits mostly inhibitors | 340,000 compounds, 0.05% hits; active = well fitted inhibition curve with a large enough effect in the signal ratio, with a control signal flat, not every such curve was filed as active; inconclusive = small, poorly fitted or top-dose-only effect, or effect the other way, or a change in a side signal; the % refers to the signal ratio;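 also: potency is read from the fitted curve at half-maximal effect; plate controls were basal doxycycline-induced cells for no effect and cells given 10 µM MG132 for full effect; MG132 reads +100%, hits lower the ratio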
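Compounds up to 46 uM were incubated four hours with TMD8 cells whose green CBG68 luciferase is fused to IkappaBalpha; red CBR luminescence normalised the signal, and concentration-effect curves were fitted to fusion, red and ratio data.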
Menin-MLL TR inh = menin-MLL binding inhibition, Texas Red mutant peptide; O00255; Menin + Texas Red MLL mutant peptide, fluorescence polarization; Potency, µM (doses to about 61.6 µM), without a hit: at the top dose FP activity change, negative = inhibition, usual class: inhibitors; 270,000 compounds, 0.23% hits; AID 1768; active = well fitted inhibition curve with a large enough effect in the polarisation, with a control signal flat, not every such curve was filed as active; inconclusive = small, poorly fitted or top-dose-only effect, or effect the other way, or a change in a side signal; inactive = no such curve, though single readings can be large or run the other way; the % refers to the polarisation; also: potency is read from the fitted curve at half-maximal effect; % of control where 0% means no effect; many of its hits are not listed in these tables
Target sequence (O00255 whole entry, looked up): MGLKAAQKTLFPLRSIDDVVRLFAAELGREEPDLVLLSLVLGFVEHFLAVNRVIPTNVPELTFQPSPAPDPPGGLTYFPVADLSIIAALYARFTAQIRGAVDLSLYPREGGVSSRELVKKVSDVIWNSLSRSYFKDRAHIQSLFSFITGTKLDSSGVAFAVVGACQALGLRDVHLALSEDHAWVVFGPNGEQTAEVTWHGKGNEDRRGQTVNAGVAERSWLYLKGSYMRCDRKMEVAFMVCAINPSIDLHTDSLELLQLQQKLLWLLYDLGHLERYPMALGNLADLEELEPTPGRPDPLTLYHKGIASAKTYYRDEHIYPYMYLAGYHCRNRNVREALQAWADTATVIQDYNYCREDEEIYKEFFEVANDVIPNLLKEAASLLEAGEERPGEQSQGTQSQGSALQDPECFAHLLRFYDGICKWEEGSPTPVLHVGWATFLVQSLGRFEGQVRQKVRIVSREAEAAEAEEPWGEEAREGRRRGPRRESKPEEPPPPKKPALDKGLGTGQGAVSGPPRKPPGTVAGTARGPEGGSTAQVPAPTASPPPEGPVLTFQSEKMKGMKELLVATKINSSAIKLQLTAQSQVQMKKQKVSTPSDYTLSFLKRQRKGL
GALK inhibitor = inhibitors of human galactokinase; 270,000 compounds, 0.007% hits; P51570; Purified GALK, Kinase-Glo residual ATP luminescence; Potency, µM (top dose mostly 57.5 µM), for the others: top-dose activity change, negative = inhibition, hits mostly inhibitors; also: potency is read from the fitted curve at half-maximal effect; % is scaled to controls: 0 for no effect and ±100 for the full control effect
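Quantitative HTS: GALK 5 nM, ATP 35 uM, galactose 100 uM, 1 h room temperature, then luciferase-based ATP detection.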
Mito fusion act = inhibitors of mitochondrial division or activators of mitochondrial fusion; S. cerevisiae fusion-defective mutant growth rescue, CellTiterGlo 48 h; Potency, µM (series often up to 46.1 µM), for the others: top-dose growth rescue (activation), hits mostly activators; AID 485298; 320,000 compounds, 0.23% hits;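 also: potency is read from the fitted curve at half-maximal effect; % of control where 0% means no effect; nearly all actives have a fitted effect of over 45% in size; temperature-sensitive fusion mutants such as fzo1-1 at 37 °C on non-fermentable ethanol glycerol medium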
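Temperature-sensitive fusion-defective S. cerevisiae (e.g. fzo1-1, mgm1-5) were grown with compound in YPEG medium (3% ethanol, 3% glycerol) for 48 hours at 37C. Growth rescue was measured as viability by CellTiterGlo luminescence after 10 minutes at ambient.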
Eya2 phos inh = blocks the phosphatase activity of human Eya2. O00167. Potency, µM (titrated, usually from 76.9 µM), for inactives: at the top dose activity, negative = inhibition, usual class: inhibitors. 330,000 compounds, 0.006% hits. recombinant Eya2, OMFP fluorescence dephosphorylation (OMFP is methylfluorescein phosphate). AID 488837; also: potency is read from the fitted curve at half-maximal effect; % is scaled to controls: 0 for no effect and ±100 for the full control effect
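Eya2 protein (added as 0.2 uM solution) was preincubated with compound for 10 min at ambient temperature in 50 mM HEPES pH 7.5, 50 mM NaCl, 5 uM MgCl2, 0.05% BSA, 1 mM DTT. OMFP (added at 50 uM) then reacted 10 min; fluorescence read at 485/525 nm.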
MBNL1-CUG inh = blocks human MBNL1 binding to CUG repeat RNA | 280,000 compounds, 0.036% hits | TR-FRET MBNL1-His/biotin-(CUG)12 binding, 665/545 ratio | Q9NR56 | Potency, µM (series often up to 57.5 µM), without a hit: at the highest dose activity change, negative = inhibition, hits mostly inhibitors; active = well fitted inhibition curve with a large enough effect in the signal ratio, with a control signal flat, not every such curve was filed as active; inconclusive = small, poorly fitted or top-dose-only effect, or effect the other way, or a change in a side signal; inactive = no such curve, though single readings can be large or run the other way; the % refers to the signal ratio; also: potency is read from the fitted curve at half-maximal effect; % is scaled to controls: 0 for no effect and ±100 for the full control effect
Target sequence (Q9NR56 whole entry, looked up): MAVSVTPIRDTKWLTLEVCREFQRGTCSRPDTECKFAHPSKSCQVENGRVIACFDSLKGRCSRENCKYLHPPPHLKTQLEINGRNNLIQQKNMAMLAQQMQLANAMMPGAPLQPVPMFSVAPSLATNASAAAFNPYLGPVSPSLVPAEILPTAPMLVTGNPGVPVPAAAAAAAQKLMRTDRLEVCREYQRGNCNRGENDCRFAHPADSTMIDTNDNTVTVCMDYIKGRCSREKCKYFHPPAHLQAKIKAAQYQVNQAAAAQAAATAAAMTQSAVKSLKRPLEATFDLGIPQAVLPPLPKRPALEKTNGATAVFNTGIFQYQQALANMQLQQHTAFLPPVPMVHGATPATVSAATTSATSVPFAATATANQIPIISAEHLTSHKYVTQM
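TR-FRET readout: Ex 340 nm, 665/545 nm emission ratio, normalized to buffer-only (basal) and MBNL1-(CUG)12 controls. Complex of MBNL1-His with Biotin-(CUG)12, compounds 92 nM–58 uM, incubated 60 min at room temperature.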
USP2a inh = inhibitors of human ubiquitin-specific protease USP2a; O75604; AID 463254; Potency, µM (highest dose often 38.3 µM), for inactives: at the highest dose activity change, negative = inhibition, actives largely listed as inhibitors; USP2 core, Ub-CHOP2 coupled fluorogenic reporter, 485/531; 330,000 compounds, 0.01% hits;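 also: potency is read from the fitted curve at half-maximal effect; plate controls were DMSO wells for no effect and full inhibition by NEM control for full effect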
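USP2 core (10nM final) preincubated 30min RT with compound in 20mM Tris-HCl pH 8.0, 2mM CaCl2, 2mM beta-mercaptoethanol, 0.05% CHAPS; 25nM Ub-CHOP2 plus 25nM reporter substrate added, fluorescence (Ex485/Em531) read after 60min.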
PKM2 activator = PKM2 (human) enzyme activation. P14618. purified PKM2, Kinase-Glo ATP luminescence, activation; response scale: 0% is enzyme alone, no compound. Potency, µM (series often up to 57.5 µM), inactives show at the highest dose activation, hits mostly activators. 260,000 compounds, 0.34% hits; also: potency is read from the fitted curve at half-maximal effect; % is scaled to controls: 0 for no effect and ±100 for the full control effect; nearly all actives have a fitted effect of over 55% in size
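hPK-M2, >95% pure; 0.1 mM ADP / 0.5 mM PEP final; imidazole pH7.2 buffer w/ 7 mM MgCl2, 50 mM KCl; 1 h RT; Kinase-Glo lum. Intermediate enzyme activity for dual inhibitor/activator qHTS.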
TSHR antagonist = blocks TSH signaling through the human TSH receptor; P16473; TSHR-expressing cells, TSH-stimulated cAMP HTRF, 2 h; stronger effect = lower value; activity change, negative = inhibition, % at 11.5 µM; 330,000 compounds, 0.2% hits; AID 504810;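 active = activity change below a set negative limit, meaning inhibition stronger than a set level, cut at about -70% in these data; inconclusive = activity change between two set negative limits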; also: % is scaled to controls: 0 for no effect and ±100 for the full control effect
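Antagonism was scored as loss of TSH-driven cAMP in TSHR cells, stimulated with 4nM TSH (EC80) for 2 hours at 37 deg C and detected by homogeneous HTRF competition immunoassay.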
hERG WT inh = inhibitors of human wildtype KCNH2 potassium channel | Q12809 | U2OS, BacMam KCNH2, thallium flux FluxOr; stronger effect = lower value | 340,000 compounds, 0.37% hits | activity change, % at 1.84 µM | AID 720551;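 active = maximum activity change below -70%; inconclusive = maximum activity change between -70% and -50%; inactive = maximum activity change above -50%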; also: % is scaled to controls: 0 for no effect and ±100 for the full control effect
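U2OS cells were transduced with wild-type KCNH2 virus (2.03 x 10^8 / mL) for 4 h at room temperature, then cultured overnight at 37 C. Thallium flux was read with FluxOr dye. Rate constants were normalized to DMSO controls.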
The depositor's hits bear a star; u = inconclusive; x = no result given; [ ] = another dose, or the depositor's remark. Unless noted, calls follow the shape of the dose curve; as a rule, active = well fitted curve in the direction sought with a large enough effect; inconclusive = small, poorly fitted or top-dose-only effect, or another doubt; inactive = no such curve, though single readings can be large; an effect the other way counts as inactive or inconclusive.

#	molecule	S-ASM inh	Chronic BCR inh	Menin-MLL TR inh	GALK inhibitor	Mito fusion act	Eya2 phos inh	MBNL1-CUG inh	USP2a inh	PKM2 activator	TSHR antagonist	hERG WT inh
1	CCc1ccc(/C=C2\CN(CC)Cc3c2nc2ccccc2c3C(=O)O)cc1	6%	11%	u	4%	2%	-8%	u	-10%	13µM*	10	2
2	CN(CC1COc2ccccc2O1)C(=O)c1cc(COc2c(F)cccc2F)on1 (configuration not stated)	-2%	u	x	-3%	0%	-10%	-8%	-1%	-1%	-17	3
3	CCC(C)(C)NC(=O)C(OC(=O)c1ccco1)c1ccccc1F (configuration not stated)	0%	0%	-7%	6%	-2%	4%	-8%	1%	1%[11.5 µM]	-15	-1
4	CCCNc1nc(C)cc(-c2cc(-c3ccccc3)on2)n1	17%	u	x	5%	-11%	2%	-8%	0%	-1%	-12	-2
5	Cc1cc(C)c(OCC(=O)OCC(=O)N2c3ccccc3CC2C)c(C)c1 (configuration not stated)	-3%	-1%	x	x	10%	-29%	x	-1%	x	-13	-9
6	CC(=O)N1CCN=C1SCc1cccc(F)c1	1%	3%	x	1%	1%	-2%	-5%	1%	x	11	-23
7	COC(=O)Nc1ccc(S(=O)(=O)Nc2ccccc2F)cc1	-3%	-2%	3%	-2%	-1%	13%	7%	-2%	15%	-8	-8
8	COc1ccc(-c2[nH]ncc2CN(C)Cc2cccnc2)c(F)c1	1%	-1%	-11%	-1%	-6%	9%	-13%	2%	3%	-2	22
9	O=C(Cc1ccccc1)Nc1nnc(-c2cccc([N+](=O)[O-])c2)s1	5%	u	23%	0%	-10%	5%	5%	4%	-2%	1	-3
10	COc1cccc(CNC(=O)c2cccc(S(=O)(=O)N3CCN(c4ccc(F)cc4)CC3)c2)c1	-7%	-3%	x	x	11%	0%	x	1%	x	-12	-27

Carrying on.
#	molecule	S-ASM inh	Chronic BCR inh	Menin-MLL TR inh	GALK inhibitor	Mito fusion act	Eya2 phos inh	MBNL1-CUG inh	USP2a inh	PKM2 activator	TSHR antagonist	hERG WT inh
11	Nc1[nH]n(-c2c(Cl)cc(Cl)cc2Cl)c(=O)c1N=Nc1ccc(S(=O)(=O)Nc2ncccn2)cc1	-1%	3%	x	x	x	-4%	x	11%	x	x	57
12	CCNc1ccc(S(=O)(=O)N2CCCCC2)cn1	4%	-1%	x	x	2%	4%	x	0%	x	2	-24
13	COc1ccc(-c2nc(CSCC(=O)NCc3ccc4c(c3)OCO4)c(C)o2)cc1	-1%	0%	-3%	2%	1%	5%	-5%	1%	-3%	-8	-10
14	FC(F)(F)c1cccc(NC(=S)N2CCN(c3cccc(C(F)(F)F)c3)CC2)c1	-5%	-1%	u	-1%	-17%	-6%	-7%	1%	3%	-12	4
15	Cc1ccc(C(C(=O)NC2CCCCC2)N(Cc2ccco2)C(=O)Cc2c[nH]c3ccccc23)o1 (configuration not stated)	-6%	u	-11%	0%	u	0%	-4%	1%	-1%	-6	2
16	O=C(NNC(=S)NC1CCCCC1)c1sc2ccccc2c1Cl	2%	u	u	-4%	u	6%	7%	-21%	-17%	-31	-2
17	CC(=O)CSc1nc(N)c(C#N)c(-c2cccs2)c1C#N	-10%	u	-14%	-1%	4%	-17%	245%[activator]	0%	3%	-10	13
18	COc1ccc(CNC(=O)CN(Cc2ccc(Cl)cc2)S(=O)(=O)c2ccccc2)cc1	-8%	u	5%	0%	13%	-12%	0%	4%	5%	12	8
19	COc1ccccc1C(=O)C1CCCN(C(=O)Nc2ccccc2F)C1 (configuration not stated)	2%	u	-6%	1%	-1%	-6%	-8%	-2%	-15%	-1	-7
20	CN(C)C(CNC(=S)Nc1cccc(Cl)c1)c1ccccc1 (configuration not stated)	5%	3%	16%	7%	-3%	-1%	-1%	0%	-4%	0	7

Going on with the list.
#	molecule	S-ASM inh	Chronic BCR inh	Menin-MLL TR inh	GALK inhibitor	Mito fusion act	Eya2 phos inh	MBNL1-CUG inh	USP2a inh	PKM2 activator	TSHR antagonist	hERG WT inh
21	CCOc1ccc(CNS(=O)(=O)c2c(C(=O)N3CCCC3)c(C)n(C)c2C)cc1OC	-3%	-5%	-14%	9%	7%	5%	-9%	-2%	x	-1	5
22	Cc1c(C(=O)NCCSCc2c(Cl)cccc2Cl)cccc1[N+](=O)[O-]	-4%	-15%	7%	-1%	1%	u	16%	-4%	5%	-5	17
23	Cc1ccc(-n2c(C)nc3c(cnn3-c3ccc(F)cc3)c2=O)cc1C	0%	1%	3%	2%	-3%	0%	-6%	0%	2%	-11	-4
24	COc1ccc(N2C(=O)C3C(C2=O)C2C=CC3C23CC3)c(OC)c1 (configuration not stated)	0%	1%	-10%	2%	1%	16%	1%	-1%	-1%	7	-3
25	CN(CC(=O)Nc1cccc(F)c1)C(=O)c1ccccc1OCCOc1ccccc1	0%	-2%	x	x	26%	-21%	x	-1%	x	-4	-35
26	O=C(c1cccs1)N1CCN(c2ncc(Br)cn2)CC1	-3%	12%	x	-2%	-3%	15%	x	-1%	-7%	-3	7
27	Cc1ccc(C)c(N2CCN(C(=O)c3ccc(NC4=NC5CS(=O)(=O)CC5S4)cc3)CC2)c1 (configuration not stated)	0%	-4%	3%	x	0%	-1%	1%	5%	5%	-13	2
28	CN(C)c1cc[n+](CC(=O)Nc2ccc(Cl)cc2)cc1	-4%	-3%	-3%	4%	-7%	4%	-3%	0%	0%	8	-13
29	Cc1ccnc(NC(=O)c2ccc3c(c2)NC(=O)C(C)S3)c1 (configuration not stated)	4%	u	x	x	6%	20%	x	2%	x	7	11
30	CCOc1ccc(NC(=O)COc2ccc3c(c2)CCC3)cc1OC	-3%	0%	x	x	2%	u	x	-1%	x	31	12

New compounds follow.
#	molecule	S-ASM inh	Chronic BCR inh	Menin-MLL TR inh	GALK inhibitor	Mito fusion act	Eya2 phos inh	MBNL1-CUG inh	USP2a inh	PKM2 activator	TSHR antagonist	hERG WT inh
31	CCOC(=O)c1c(NC(=O)Cn2nc(C(F)F)cc2C(F)F)sc(C)c1C	-6%	u	7%	-1%	8%	-3%	-3%	0%	0%	12	3
32	CN(C)c1ccc(N=Cc2nc(-c3ccccc3)oc2OC(=O)c2cccc(Br)c2)cc1	-9%	u	-5%	2%	-4%	3%	-6%	2%	1%	-7	16
33	O=C(NCCCN1CCOCC1)c1csc2c1CCCC2	3%	4%	1%	0%	0%	18%	-1%	3%	-12%	14	-14
34	Cn1c(=O)c2[nH]c(N=NNc3ccccc3F)nc2n(C)c1=O	1%	14%	x	-1%	2%	7%	18%	0%	15%	1	4
35	COc1ccc(NC(=S)NCCC2=CCCCC2)cc1OC	-1%	0%	u	2%	-7%	7%	-1%	1%	0%	3	-10
36	CN(Cc1ccc(Br)cc1)CC(O)COc1cccc(Br)c1 (configuration not stated)	-3%	u	-6%	0%	-13%	-4%	4%	-2%	3%	1	-5

Three compounds out of the list, arranged by heavy-atom count, low to high.
#	molecule	S-ASM inh	Chronic BCR inh	Menin-MLL TR inh	GALK inhibitor	Mito fusion act	Eya2 phos inh	MBNL1-CUG inh	USP2a inh	PKM2 activator	TSHR antagonist	hERG WT inh
33	O=C(NCCCN1CCOCC1)c1csc2c1CCCC2	3%	4%	1%	0%	0%	18%	-1%	3%	-12%	14	-14
36	CN(Cc1ccc(Br)cc1)CC(O)COc1cccc(Br)c1 (configuration not stated)	-3%	u	-6%	0%	-13%	-4%	4%	-2%	3%	1	-5
32	CN(C)c1ccc(N=Cc2nc(-c3ccccc3)oc2OC(=O)c2cccc(Br)c2)cc1	-9%	u	-5%	2%	-4%	3%	-6%	2%	1%	-7	16

Only part of the results is shown; count on the stated rates, not on these rows.
